GalR3 antag: human GalR3 antagonism; HEK293 GalR3-CNG cAMP membrane potential fluorescence; galR3 body fused to GalR1 C-terminus; AID 651719; inhibition, % at 3 µM; O60755; 360,000 compounds, 0.44% hits;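 active means inhibition above the screen-wide average plus 3 SD, cut at about 13% in these data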;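 further: forskolin and galanin both at EC90 stimulate the cells; cAMP rise reported by CNG channel membrane potential dye signal; 0% = forskolin plus galanin with DMSO and 100% = forskolin alone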
Target sequence (O60755 1-299 limits assumed): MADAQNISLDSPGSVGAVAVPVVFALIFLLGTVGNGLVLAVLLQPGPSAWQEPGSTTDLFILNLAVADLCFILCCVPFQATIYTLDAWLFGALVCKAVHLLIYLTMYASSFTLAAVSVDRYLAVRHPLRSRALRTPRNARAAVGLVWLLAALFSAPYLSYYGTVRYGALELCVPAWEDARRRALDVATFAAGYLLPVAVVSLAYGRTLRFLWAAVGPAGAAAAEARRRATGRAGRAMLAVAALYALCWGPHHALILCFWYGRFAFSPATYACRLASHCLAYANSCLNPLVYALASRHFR
MEKK2 WT-MEK5: raises or lowers MEK5 binding to wildtype human MEKK2 PB1 domain; Q9Y2U5; bead flow cytometry, Alexa488-MEK5 binding to MEKK2 WT; actives lie on both sides; binding response (% of control), % at 10 µM; 290,000 compounds, 1.1% hits; AID 1531; in the data active means binding response below about 67% or above about 130%
NALP1 inh: blocks the NALP1 inflammasome reconstituted in yeast. S. cerevisiae NALP1/ASC/caspase-1 growth, X-gal OD620, 72 h. inhibition, % at 10 µM. 280,000 compounds, 0.61% hits; in the data active means inhibition mostly above about 24%, no sharp cut-off; inactive means mostly below about 32%; further: some compounds called inactive have numbers as strong as hits
MEKK2 mut-MEK5: signal of MEK5 binding to mutant human MEKK2 PB1 domain | 290,000 compounds, 0.35% hits | bead flow cytometry, Alexa488-MEK5 binding to MEKK2 mutant | percent response, % at 10 µM; in the data active means percent response above about 24%, passing the limit was not always enough; further: inactives centre near 1; some results filed as inactive read as strong as hits
V1aR counter: activates human V1a receptor in oxytocin agonist counter-screen. activation, % at 3 µM. CHO-V1R cells, Fluo-8 calcium fluorescence, agonist mode; 0% DMSO, 100% 3 nM vasopressin. 320,000 compounds, 0.25% hits. P37288. AID 2797;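 active means activation above the mean activation of all tested compounds plus 3 SD, per screening run, cut at about 20% in these data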;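 further: signal is peak over basal fluorescence ratio across a 100 second FLIPR read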
Target sequence (P37288 whole entry, looked up): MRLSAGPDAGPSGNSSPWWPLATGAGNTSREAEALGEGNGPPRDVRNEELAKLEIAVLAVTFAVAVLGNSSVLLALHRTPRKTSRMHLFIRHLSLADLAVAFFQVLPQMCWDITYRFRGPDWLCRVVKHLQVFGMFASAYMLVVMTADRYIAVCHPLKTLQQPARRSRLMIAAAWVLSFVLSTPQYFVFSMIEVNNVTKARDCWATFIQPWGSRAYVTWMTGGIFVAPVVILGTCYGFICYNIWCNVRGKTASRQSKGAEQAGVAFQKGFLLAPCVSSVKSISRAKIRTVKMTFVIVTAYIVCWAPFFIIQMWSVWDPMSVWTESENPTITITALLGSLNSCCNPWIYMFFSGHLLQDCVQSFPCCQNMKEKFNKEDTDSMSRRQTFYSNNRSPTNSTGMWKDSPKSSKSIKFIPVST
OXTR agonist: human OXTR agonism; activation, % at 3 µM; 320,000 compounds, 0.32% hits; CHO-OTR cells, Fluo-8 calcium fluorescence; normalized: DMSO 0%, oxytocin 100%; AID 2435;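 active means activation above the mean of all tested compounds plus 3 SD, cutoff set per screening run, cut at about 20% in these data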;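 further: peak over basal fluorescence ratio from a 100 s FLIPR kinetic read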
GPR7 antag: antagonists of human GPR7 (neuropeptides B/W receptor 1); 290,000 compounds, 1.1% hits; inhibition, % at 4.4 µM; GPR7-expressing cells, fluorescence antagonist assay; AID 1861; in the data active means inhibition above about 16%, passing the limit was not always enough;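 further: cells stimulated with the agonist NPW; 0% = agonist with vehicle and 100% = vehicle without agonist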
PfM18AAP inh: PfM18AAP enzyme inhibition | AID 1822 | 290,000 compounds, 1.2% hits | inhibition, % at 7.35 µM | recombinant PfM18AAP, H-Glu-NHMec fluorogenic cleavage;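 active means inhibition above the campaign mean inhibition over all tested compounds plus 3 SD, cut at about 28% in these data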;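 further: 0% = plate median of test compound wells and 100% = 2 mM ZnCl2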
OXTR potentiate: human OXTR potentiation | P30559 | CHO-OTR cells, Fluo-8 calcium fluorescence, potentiator mode; 0% = oxytocin EC15, 100% = EC100 | activation, % at 3 µM | 320,000 compounds, 0.061% hits | AID 2445;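 active means activation above that plate's cutoff, the mean activation of tested compounds plus 3 SD, cut at about 6.6% in these data, passing the limit was not always enough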;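 further: 100% uses oxytocin at 75 nM as the full agonist control; some results filed as inactive read as strong as hits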
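System: human OTR in CHO cells / Also added: sub-maximal oxytocin, roughly EC15 / Control set: EC15 oxytocin low, 75 nM oxytocin high / Schedule: 6 min compound pre-incubation at room temperature, 100 s kinetic read / Compound: single-point 3.0 µM / Replication: singlicate / Technique: Fluo-8 calcium dye fluorescence / Read-out basis: % activation of max/min ratio relative to oxytocin controls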
* = called active by the depositor; / = no result given.

1	CC(Sc1ccccc1)C(=O)NN=C1CCCCCCC1 (stereo unspecified)
2	COc1ccc(CN(C)C(=O)C2CCN(C(=O)Nc3ccccc3)CC2)cc1
3	O=C(COc1ccc(Cl)cc1)OCC(=O)N1CCCC1
4	C[C@H]1COC(=O)[C@@H](Cc2ccc(F)cc2)C/C=C\C[C@@H](CC(=O)N[C@@H](CO)Cc2ccccc2)C(=O)N1
5	COc1ccc(Cc2nnc(-c3cccc(C)c3)o2)cc1OC
6	CC(C)(O)c1[nH]c2cc(F)ccc2c1C(C)(C)O
7	O=c1c2cc(N3CCOCC3)ccc2[nH]c(=S)n1Cc1ccc(Cl)cc1
8	NC(CSCc1ccccc1Cl)C(=O)O (stereo unspecified)

compound no.	1	2	3	4	5	6	7	8
PfM18AAP inh	1	/	-8	/	1	6	2	-4
GalR3 antag	6	-1	-6	6	/	0	-5	5
OXTR agonist	-1.1	0.1	-1.1	0.0	2.8	-0.5	1.9	-0.2
GPR7 antag	-4	/	9	/	3	-10	-14	0
V1aR counter	-1.4	0.3	0.7	1.3	2.9	1.6	3.0	0.3
NALP1 inh	14	/	10	/	23	4	-11	7
MEKK2 WT-MEK5	106	/	102	/	112	95	92	89
MEKK2 mut-MEK5	4	/	1	/	18	-5	-7	-2
OXTR potentiate	-7	0	-9	-1	-8	-6	-1	-10

9	Cc1ccc(N2C(N)=NC(N)=NC2(C)C)c(C)c1
10	CC(=O)Nc1cccc(NC(=O)CSc2nnc(NC(=O)C3CC3)s2)c1
11	CCn1cc(C(=O)Nc2ccc(C)cc2C)c(=O)c2ccc(C)nc21
12	Cc1ccc(CNC(=O)CSc2ccsc2[N+](=O)[O-])cc1
13	Fc1c(F)c(-n2nnc3ccccc32)c(F)c(F)c1Cl
14	CCN(CC)C(=O)c1cn(CC)c(=O)c2cc(OC)c(OC)cc12
15	CCSc1nc2c(c(=O)[nH]1)C(c1ccc(C)cc1)C1=C(CCCC1=O)N2 (stereo unspecified)
16	O=C(/C(N=Nc1cccc([N+](=O)[O-])c1)=C(/O)c1ccc(Br)cc1)C(F)(F)F

compound no.	9	10	11	12	13	14	15	16
PfM18AAP inh	-13	1	-2	-10	2	-2	-18	3
GalR3 antag	1	4	/	5	-9	-3	-6	/
OXTR agonist	0.7	0.3	0.1	-0.7	-2.4	2.1	-0.4	13
GPR7 antag	-16	0	-4	3	-14	6	-3	-10
V1aR counter	0.4	0.8	-0.1	-0.6	-1.2	0.9	0.1	3.7
NALP1 inh	22	17	16	-3	-14	25	-2	-7
MEKK2 WT-MEK5	110	109	88	80	96	109	107	97
MEKK2 mut-MEK5	8	9	-13	-13	-5	6	-1	-1
OXTR potentiate	-1	-5	-5	-1	0	-4	-4	-19

17	CCCn1c(=NC(C)=O)c(C(=O)OCC)cc2c(=O)n3ccccc3nc21
18	COc1ccccc1NC(=S)N(Cc1cccnc1)Cc1ccccc1Cl
19	COc1ccc(NC(=O)Cc2coc3cc(C)c(C(C)C)cc23)cc1S(=O)(=O)N1CCOCC1
20	CCc1nnc(NC(=O)c2cc(S(=O)(=O)N3CCCCC3)ccc2N2CCOCC2)s1
21	COc1ccc(-c2noc(N3CCC(C(=O)NCCCN4CC(C)CC(C)C4)CC3)n2)cc1 (stereo unspecified)
22	Cc1ccc2nccc(C(=O)N3CCCC(Nc4ccc(C)c(C)c4)C3)c2c1 (stereo unspecified)
23	Cc1ccc(CNC(=O)c2csc3c2CCCCC3)cc1
24	S=C(NCc1ccco1)N/N=C/c1ccncc1

compound no.	17	18	19	20	21	22	23	24
PfM18AAP inh	-4	1	1	-3	-9	16	3	6
GalR3 antag	-3	-3	-2	-4	-5	-1	-4	2
OXTR agonist	-2.4	-2.0	-1.6	-0.9	3.3	0.1	-1.8	1.4
GPR7 antag	-12	-10	1	9	1	27*	5	-10
V1aR counter	-0.8	2.0	-1.0	0.0	3.5	1.8	0.8	1.9
NALP1 inh	6	2	31	4	18	17	43*	3
MEKK2 WT-MEK5	101	102	100	/	107	94	94	101
MEKK2 mut-MEK5	3	0	1	/	12	-2	-1	10
OXTR potentiate	0	-15	-5	-19	-3	-4	-17	-4

25	O=[N+]([O-])c1ccc(Oc2cnc3ccccc3n2)cc1
26	CCOc1ccc2nc(SCCNS(=O)(=O)c3ccccc3)sc2c1
27	C=CCc1c(C)c(C#N)c2nc3ccccc3n2c1N1CCCCC1
28	CCc1cc2c(N3CCN(c4ccccc4)CC3)ncnc2s1
29	COc1ccc(-n2c(Cc3cc(=O)[nH]c(=O)[nH]3)nnc2SCC(=O)Nc2cc(C(F)(F)F)ccc2Cl)cc1
30	Cc1ccc(CN=C(Nc2ccccc2)NC2CCCCC2)cc1
31	COCCN(C(=O)CSc1ccc2c(c1)OCCO2)c1c(N)n(CC(C)C)c(=O)[nH]c1=O
32	CC(C)Cc1nc(SCC(=O)N2CC(C)OC(C)C2)c2c(=O)n(C)c(=O)n(C)c2n1 (stereo unspecified)

compound no.	25	26	27	28	29	30	31	32
PfM18AAP inh	5	-6	-4	-1	-2	0	/	-7
GalR3 antag	-3	1	-6	-4	-5	-6	-3	-2
OXTR agonist	-2.9	0.8	-3.2	-0.4	-0.7	3.9	1.1	-0.5
GPR7 antag	3	-9	4	4	-20	9	/	-11
V1aR counter	-1.5	6.4	-0.6	5.6	-0.4	1.0	1.1	0.1
NALP1 inh	10	35	10	8	19	-3	/	3
MEKK2 WT-MEK5	88	105	102	85	99	130	/	109
MEKK2 mut-MEK5	-11	4	2	-11	0	26	/	6
OXTR potentiate	-10	-11	-3	-10	-9	-1	-8	-10

33	O=C(NCCc1csc(-c2ccccc2)n1)c1ccccc1F
34	O=C(O)c1cccc(NS(=O)(=O)c2cccc3cccnc23)c1
35	O=C(NCCc1ccccc1)C(=O)NCC1OCCN1S(=O)(=O)c1cccs1 (stereo unspecified)
36	O=C(COC(=O)CNS(=O)(=O)c1ccc(Br)cc1Cl)NC1CCCC1
37	O=C(Oc1ccc2c(-c3ccccc3)cc(=O)oc2c1)c1cccs1
38	C/C(=N\NC(=O)c1csc(C)c1C)c1ccc(C)s1
39	CCSC1=NCCN1S(=O)(=O)c1ccccc1
40	COc1ccc2[nH]c3c(=O)n(/N=C/[C@H]4C(C)C=C(C)CC4C)c(=O)[nH]c3c2c1 (stereo partly specified)

compound no.	33	34	35	36	37	38	39	40
PfM18AAP inh	-1	-2	4	/	2	-2	5	3
GalR3 antag	-3	-2	-2	4	-1	-2	0	-6
OXTR agonist	-0.3	2.3	-0.8	1.9	-1.9	-1.8	0.1	-0.9
GPR7 antag	-5	-6	-12	/	-7	-6	9	15
V1aR counter	-0.1	0.8	-0.3	-0.6	-0.3	-0.5	-0.3	-0.3
NALP1 inh	15	2	-9	/	22	29	23	28
MEKK2 WT-MEK5	97	111	111	/	105	106	58	99
MEKK2 mut-MEK5	-2	2	8	/	-1	4	-16	-2
OXTR potentiate	-1	0	-6	-10	-15	3	-9	-4

41	Cc1ccc(-c2nnc(SCC(C)C)n2C)cc1
42	COCCNc1nnc(SCC(=O)NC(=O)c2ccccc2)s1
43	O=C(NN(c1ccccc1)c1ccccc1)c1ccccc1F
44	CCOc1cccc(NC(=O)/C(C#N)=C\c2cn(CC(=O)O)c3ccccc23)c1
45	C=CCOc1c(CNc2nccs2)cccc1OCC
46	O=C(NCCc1ccc(C(F)(F)F)cc1)C1CCC(=O)N(CCCN2CCCC2=O)C1 (stereo unspecified)
47	CCCOC(=O)c1[nH]c2c(c1C)C(=O)CC(c1cccs1)C2 (stereo unspecified)
48	COc1ccc(/C=N/NC(=O)CO/N=C(\C)c2cccs2)cc1

compound no.	41	42	43	44	45	46	47	48
PfM18AAP inh	-5	/	-2	-7	-5	-2	5	1
GalR3 antag	-4	2	-8	-10	-7	-8	4	1
OXTR agonist	-2.7	-0.8	-1.0	-1.2	-0.7	-0.9	-0.1	0.3
GPR7 antag	16	/	-1	0	-8	-10	22	-7
V1aR counter	-1.3	-0.1	-0.1	0.2	-1.2	-0.2	-0.1	0.9
NALP1 inh	-1	/	26	-2	33	13	0	-18
MEKK2 WT-MEK5	97	/	101	96	115	107	94	108
MEKK2 mut-MEK5	2	/	0	9	6	5	-2	6
OXTR potentiate	-5	1	-6	-4	-7	-3	-12	-7

Complete entries, quoted from the list:
O=C(NCCc1ccc(C(F)(F)F)cc1)C1CCC(=O)N(CCCN2CCCC2=O)C1 (stereo unspecified) as listed: PfM18AAP inh = -2; GalR3 antag = -8; OXTR agonist = -0.9; GPR7 antag = -10; V1aR counter = -0.2; NALP1 inh = 13; MEKK2 WT-MEK5 = 107; MEKK2 mut-MEK5 = 5; OXTR potentiate = -3
CCOc1cccc(NC(=O)/C(C#N)=C\c2cn(CC(=O)O)c3ccccc23)c1 as listed: PfM18AAP inh = -7; GalR3 antag = -10; OXTR agonist = -1.2; GPR7 antag = 0; V1aR counter = 0.2; NALP1 inh = -2; MEKK2 WT-MEK5 = 96; MEKK2 mut-MEK5 = 9; OXTR potentiate = -4

Continuation.
49	Cc1ccc(C)c(N2CCN(C(=O)CCNS(=O)(=O)c3ccc4c(c3)oc(=O)n4C)CC2)c1
50	CCC1=C(OC(=O)N(CC)CC)N2C(=O)OC(=NCC(=O)OC)[C@]2(C)[C@H]2C1=CC[C@H]1C(=O)N(C)C(=O)[C@H]12
51	COc1ccc(C2=NNC(=O)CC2)cc1
52	CC1(C)C2CCC(C2)C1(C)NC(=O)CN1CCN(Cc2ccccc2)CC1 (stereo unspecified)
53	O=C(COc1cc2oc(=O)c3c(c2cc1Cl)CCCC3)NCc1cccnc1
54	O=C(COc1ccc(Cl)cc1)N1CCN(c2cccc(C(F)(F)F)c2)CC1

compound no.	49	50	51	52	53	54
PfM18AAP inh	4	/	0	3	5	5
GalR3 antag	-10	2	7	-6	-8	-3
OXTR agonist	9.8	0.3	0.2	-1.1	0.5	-1.1
GPR7 antag	-4	/	-6	5	-12	-8
V1aR counter	9.9	0.7	-0.1	0.1	-0.1	1.7
NALP1 inh	10	/	29	-2	-22	-4
MEKK2 WT-MEK5	102	96	97	105	96	98
MEKK2 mut-MEK5	1	8	-2	-3	2	1
OXTR potentiate	-12	-20	-11	-8	-5	-13
